# High-throughput results (PubChem)
# BioA inh = BioA (M. tuberculosis) enzyme inhibition; purified M. tuberculosis BioA enzyme, plate reader; inhibition, % at 9.99 µM; 360,000 compounds, 0.096% hits; in the data active = inhibition above about 40%
# An asterisk follows results filed as active. Only part of the results is shown; rates above refer to the full screens.
# A first look (two entries):
CNC(=O)C[C@H]1CC[C@H]2[C@H](COc3ccc(NC(=O)c4cscn4)cc3C(=O)N2C)O1
  BioA inh = 0.7

C[C@@H]1CN([C@@H](C)CO)C(=O)Cc2cc(NS(=O)(=O)c3ccc(F)cc3)ccc2O[C@H]1CN(C)Cc1ccc(Oc2ccccc2)cc1
  BioA inh = -1.7

# The listing, from the start:
CNC(=O)C[C@H]1CC[C@H]2[C@H](COc3ccc(NC(=O)c4cscn4)cc3C(=O)N2C)O1
  BioA inh = 0.7

C[C@@H]1CN([C@@H](C)CO)C(=O)Cc2cc(NS(=O)(=O)c3ccc(F)cc3)ccc2O[C@H]1CN(C)Cc1ccc(Oc2ccccc2)cc1
  BioA inh = -1.7

CO[C@H]1CN(C)C(=O)c2ccc(NC(C)=O)cc2OC[C@H](C)NC[C@@H]1C
  BioA inh = -0.2

C[C@@H]1CN([C@@H](C)CO)C(=O)c2cc(-c3ccccc3)cnc2O[C@@H]1CN(C)Cc1ccccn1
  BioA inh = 20

COc1ccc(NC(=O)N(C)C[C@@H]2OCCCC[C@H](C)Oc3ccc(NC(=O)c4ccccc4)cc3C(=O)N([C@@H](C)CO)C[C@@H]2C)cc1
  BioA inh = 1.1

COc1ccccc1S(=O)(=O)N1CC[C@@H]2[C@H](CO)Nc3ccc(Br)cc3[C@@H]21
  BioA inh = 0.7

O=C1c2ccccc2C(=O)N1C[C@@H]1CCCN(Cc2ccc(OCCO)cc2)C1
  BioA inh = 0.1

CCCNC(=O)Nc1ccc2c(c1)C(=O)N(C)C[C@H](OC)[C@@H](C)CN(C(=O)C1CCOCC1)[C@H](C)CO2
  BioA inh = -0.4

COc1ccc(NC(=O)Nc2cccc3c2O[C@H](CN(C)Cc2ccccc2)[C@H](C)CN([C@@H](C)CO)C3=O)cc1
  BioA inh = 2.9

C/C=C/c1ccc2c(c1)O[C@@H](CN(C)S(=O)(=O)c1ccc(F)cc1)[C@@H](C)CN([C@H](C)CO)S2(=O)=O
  BioA inh = -0.9

C[C@@H]1CN([C@H](C)CO)C(=O)c2cccc(NC(=O)Nc3ccc(C(F)(F)F)cc3)c2O[C@@H]1CN(C)S(C)(=O)=O
  BioA inh = 4.9

CN1CCN(C(=O)C[C@H]2C=C[C@@H](NS(=O)(=O)c3cccc(F)c3)[C@H](CO)O2)CC1
  BioA inh = 0.6

CC(=O)N(C)C[C@H]1Oc2ncc(-c3ccc(F)cc3)cc2C(=O)N([C@H](C)CO)C[C@@H]1C
  BioA inh = -3.5

COc1ccc(CN(C)C[C@H]2OCCCC[C@@H](C)Oc3ccc(NS(=O)(=O)c4ccc(C)cc4)cc3C(=O)N([C@H](C)CO)C[C@@H]2C)cc1
  BioA inh = 0.0

C[C@@H]1CN([C@H](C)CO)C(=O)c2cc(-c3ccc(F)cc3)cnc2O[C@H]1CN(C)CC1CCCC1
  BioA inh = -4.0

C=CCN(Cc1ccccc1)C(=O)[C@@H]1N(C(C)(C)C)C(=O)[C@H]2[C@H](C(=O)O)[C@@H]3C=C[C@]12O3
  BioA inh = 0.1

C[C@H](O)C#Cc1cnc2c(c1)C(=O)N([C@@H](C)CO)C[C@@H](C)[C@@H](CN(C)C(=O)c1ccccc1)O2
  BioA inh = -2.0

O=C(C[C@@H]1CC[C@@H]2[C@H](COC[C@H](O)CN2S(=O)(=O)c2cccc(F)c2)O1)NC1CCC1
  BioA inh = -0.2

C[C@H]1CN([C@@H](C)CO)C(=O)c2cc(NS(=O)(=O)c3ccc(F)cc3)ccc2O[C@@H]1CN(C)Cc1ccc(C(=O)O)cc1
  BioA inh = -11

O=C(NC[C@@H]1[C@@H](c2ccccc2)[C@@H](CO)N1CC1CCCC1)c1cccnc1
  BioA inh = 6.8

C[C@@H]1CCCCO[C@@H](CN(C)S(=O)(=O)c2ccccc2)[C@@H](C)CN([C@H](C)CO)C(=O)c2cc(NS(=O)(=O)c3cccs3)ccc2O1
  BioA inh = 0.6

N#C[C@@H]1[C@H](c2ccc(C3=CCCC3)cc2)[C@H](CO)N1C(=O)C1CCC1
  BioA inh = -4.3

C[C@@H]1CN([C@@H](C)CO)C(=O)c2cccc(NC(=O)Nc3ccc4c(c3)OCO4)c2O[C@H]1CN(C)S(=O)(=O)c1ccccc1
  BioA inh = 0.4

C[C@H](CO)N1C[C@H](C)[C@@H](CN(C)CC2CC2)OCCCC[C@H](C)Oc2ccc(NC(=O)Nc3ccc(F)cc3)cc2C1=O
  BioA inh = 1.3

O=C(Cc1ccncc1)Nc1ccc2c(c1)[C@@H]1C[C@H](CC(=O)N3CCCCC3)O[C@@H](CO)[C@@H]1O2
  BioA inh = 1.6

CN(C)CC(=O)N1CC[C@H]2[C@@H]1c1cc(-c3ccccc3F)ccc1N(C)[C@H]2CO
  BioA inh = 7.7

C[C@@H]1CN([C@@H](C)CO)C(=O)c2cc(NC(=O)Nc3ccc(F)cc3)ccc2O[C@H]1CN(C)Cc1ccc(Oc2ccccc2)cc1
  BioA inh = 1.0

COc1ccc(S(=O)(=O)Nc2cccc3c2O[C@@H](CN(C)S(C)(=O)=O)[C@@H](C)CN([C@@H](C)CO)C3=O)cc1
  BioA inh = -3.2

C[C@@H]1CN([C@@H](C)CO)C(=O)c2cc(NS(=O)(=O)c3cccs3)ccc2O[C@@H]1CN(C)C(=O)Nc1ccc(F)cc1
  BioA inh = -1.1

C[C@@H]1CN([C@@H](C)CO)C(=O)c2cc(Br)cnc2O[C@H]1CN(C)CC1CCOCC1
  BioA inh = -0.7

COc1ccc(S(=O)(=O)Nc2cccc3c2O[C@H](CN(C)CC2CCCCC2)[C@@H](C)CN([C@@H](C)CO)C3=O)cc1
  BioA inh = -0.3

Cc1ccc(S(=O)(=O)N(C)C[C@H]2OCCCC[C@H](C)Oc3ccc(NC(=O)c4ccncc4)cc3C(=O)N([C@@H](C)CO)C[C@@H]2C)cc1
  BioA inh = -0.8

COCC(=O)Nc1ccc2c(c1)OC[C@@H](C)N(CCc1ccccc1)C[C@H](C)[C@@H](OC)CN(C)C2=O
  BioA inh = 5.9

CCN1[C@@H]2c3ccc(-c4ccccc4OC)c(=O)n3C[C@H]1[C@H](CO)[C@H]2C(=O)N1CCOCC1
  BioA inh = 1.9

CC(C)NC(=O)Nc1ccc2c(c1)C(=O)N([C@@H](C)CO)C[C@H](C)[C@@H](CN(C)C(=O)Nc1ccc3c(c1)OCO3)OCCCC[C@@H](C)O2
  BioA inh = -0.2

C[C@H](CO)N1C[C@H](C)[C@H](CN(C)C(=O)C2CCOCC2)Oc2ncc(-c3ccccc3F)cc2C1=O
  BioA inh = 1.2

CCc1csc(N2[C@H](C#N)[C@H](c3ccc(-c4ccc(F)cc4)cc3)[C@@H]2CO)n1
  BioA inh = -2.2

CN1CCCCN2[C@H](CO)[C@@H](c3ccc(-c4cccnc4)cc3)[C@@H]2C1
  BioA inh = 0.0

COc1ccc(S(=O)(=O)N(C)C[C@H]2Oc3cc(C#CC4CCCCC4)ccc3S(=O)(=O)N([C@H](C)CO)C[C@H]2C)cc1
  BioA inh = -1.6

CN(C)CC(=O)Nc1ccc2c(c1)[C@H]1C[C@H](CC(=O)NC3CCCCC3)O[C@H](CO)[C@H]1O2
  BioA inh = -1.4

Cc1noc(C)c1NC(=O)Nc1ccc2c(c1)C(=O)N([C@H](C)CO)C[C@H](C)[C@H](CN(C)S(=O)(=O)c1ccc(Cl)cc1)OCCCC[C@@H](C)O2
  BioA inh = 2.4

C[C@H](CO)N1C[C@H](C)[C@H](CN(C)C(=O)C2CCCCC2)OCCCC[C@H](C)Oc2ccc(NC(=O)c3ccccc3)cc2C1=O
  BioA inh = 0.6

C/C=C/c1ccc2c(c1)O[C@H](CN(C)C(=O)c1ccc3c(c1)OCO3)[C@@H](C)CN([C@@H](C)CO)S2(=O)=O
  BioA inh = 2.4

CNC[C@H]1Oc2ncc(-c3cccc(F)c3)cc2C(=O)N([C@@H](C)CO)C[C@H]1C
  BioA inh = -0.9

O=C(C[C@H]1C[C@H]2c3cc(NS(=O)(=O)c4ccc(F)cc4)ccc3O[C@H]2[C@H](CO)O1)NC1CCCC1
  BioA inh = -2.9

# Filtered by structure: the compounds so far with a cyano group (two)
N#C[C@@H]1[C@H](c2ccc(C3=CCCC3)cc2)[C@H](CO)N1C(=O)C1CCC1
  BioA inh = -4.3

CCc1csc(N2[C@H](C#N)[C@H](c3ccc(-c4ccc(F)cc4)cc3)[C@@H]2CO)n1
  BioA inh = -2.2

# The listing continues.
COc1ccc(-c2ccc3c(c2)[C@H]2[C@H](CCN2C(=O)Cc2ccccc2)[C@H](CO)N3C)cc1
  BioA inh = -1.5

CO[C@@H]1CN(C)C(=O)c2cc(NC(=O)c3ccccc3F)ccc2OC[C@@H](C)N(C(=O)c2ccccc2F)C[C@@H]1C
  BioA inh = 3.0

COc1ccc(S(=O)(=O)N(C)C[C@H]2Oc3ccc(NC(=O)NC4CCCCC4)cc3CC(=O)N([C@H](C)CO)C[C@@H]2C)cc1
  BioA inh = 3.2

C[C@H](CO)N1C[C@H](C)[C@@H](CN(C)Cc2ccc(C(=O)Nc3ccccc3N)cc2)Oc2ccc(NC(=O)Nc3ccc(F)cc3)cc2C1=O
  BioA inh = -4.3

COc1ccc(S(=O)(=O)Nc2ccc3c(c2)C(=O)N([C@@H](C)CO)C[C@@H](C)[C@@H](CN(C)S(=O)(=O)c2ccc(Cl)cc2)O3)cc1
  BioA inh = -1.7

CCCNC(=O)Nc1ccc2c(c1)OC[C@@H](C)N(C(=O)C1CCCCC1)C[C@@H](C)[C@@H](OC)CN(C)C2=O
  BioA inh = 0.2

OC[C@H]1[C@@H](c2ccc(C3=CCCC3)cc2)[C@@H]2CN(Cc3ccncc3)CCCCN12
  BioA inh = -4.0

O=C(C[C@@H]1CC[C@H]2[C@@H](COC[C@H](O)CN2C(=O)Cc2ccccc2)O1)NC1CCCC1
  BioA inh = -0.4

Cc1noc(C)c1NC(=O)N(C)C[C@@H]1Oc2cc(C#CCC(C)C)ccc2S(=O)(=O)N([C@H](C)CO)C[C@@H]1C
  BioA inh = 0.8

C/C=C/c1cccc(-c2nc(C(=O)NCc3cccc(OC)c3)cc3c2[C@H](CCO)N([S@@](=O)C(C)(C)C)C3)c1
  BioA inh = 3.6

COc1cccc(S(=O)(=O)Nc2ccc3c(c2)[C@H]2C[C@H](CC(=O)O)O[C@H](CO)[C@H]2O3)c1
  BioA inh = -1.1

C[C@H]1CCCCO[C@H](CN(C)C(=O)Nc2ccc(F)cc2)[C@@H](C)CN([C@@H](C)CO)C(=O)c2cc(NC(=O)C3CCCCC3)ccc2O1
  BioA inh = 0.5

CCC(=O)N1C[C@H](O)COC[C@H]2O[C@@H](CC(=O)NCc3ccccc3Cl)CC[C@@H]21
  BioA inh = 0.9

CNC[C@H]1Oc2cc(-c3ccc(C(=O)N(C)C)cc3)ccc2S(=O)(=O)N([C@@H](C)CO)C[C@@H]1C
  BioA inh = 7.0

CO[C@H]1CN(C)C(=O)c2cc(NC(=O)Nc3ccccc3F)ccc2OC[C@H](C)NC[C@@H]1C
  BioA inh = -1.4

COc1ccc(-c2ccc3c(c2)[C@@H]2[C@@H](CCN2C(=O)C2CC2)[C@@H](CO)N3C)cc1
  BioA inh = 0.1

CCC(=O)NC[C@H]1[C@H](c2ccc(-c3cccc(F)c3)cc2)[C@@H](CO)N1C(=O)CC
  BioA inh = 0.1

CO[C@H]1CC[C@@H]2CCOc3ccc(C#N)cc3C(=O)N(C)C[C@@H](OC)[C@@H](C)C(=O)N(C)C[C@@H]1O2
  BioA inh = -1.2

C[C@H]1CN([C@@H](C)CO)C(=O)c2cccc(NC(=O)c3ccc(-c4nccs4)cc3)c2O[C@H]1CN(C)S(C)(=O)=O
  BioA inh = 3.4

O=C(C[C@H]1CC[C@H]2[C@@H](COC[C@@H](O)CN2S(=O)(=O)c2ccccc2)O1)Nc1ccccc1
  BioA inh = 0.1

CCCC#Cc1cnc2c(c1)C(=O)N([C@H](C)CO)C[C@H](C)[C@@H](CN(C)Cc1cccnc1)O2
  BioA inh = -2.4

CN(C)CC(=O)N[C@H]1CC[C@H](CC(=O)NCc2ccc(Cl)cc2)O[C@H]1CO
  BioA inh = -2.2

C[C@@H]1CN([C@H](C)CO)C(=O)c2cccc(N(C)C)c2O[C@H]1CN(C)S(=O)(=O)c1ccc(F)cc1
  BioA inh = -3.3

C[C@@H]1CN([C@H](C)CO)C(=O)Cc2cc(NC(=O)Cc3ccccc3)ccc2O[C@H]1CN(C)Cc1ccc(-c2ccccc2)cc1
  BioA inh = -1.2

COc1ccc(CN(C)C[C@H]2Oc3ccc(NS(=O)(=O)c4cccs4)cc3C(=O)N([C@H](C)CO)C[C@@H]2C)cc1
  BioA inh = -1.4

C[C@@H]1CN([C@H](C)CO)C(=O)c2cc(NC(=O)CCCN(C)C)ccc2O[C@H]1CN(C)CC1CCCCC1
  BioA inh = 1.3

Cc1cc(C(=O)Nc2cccc3c2O[C@H](CN(C)Cc2ccncc2)[C@H](C)CN([C@@H](C)CO)C3=O)n(C)n1
  BioA inh = 2.0

C[C@H]1CN([C@@H](C)CO)C(=O)c2cc(-c3cncnc3)cnc2O[C@H]1CN(C)C(=O)Nc1ccc2c(c1)OCO2
  BioA inh = -1.7

COc1ccc(S(=O)(=O)N(C)C[C@H]2OCCCC[C@@H](C)Oc3ccc(NC(=O)Nc4ccc(C(F)(F)F)cc4)cc3C(=O)N([C@H](C)CO)C[C@@H]2C)cc1
  BioA inh = -1.3

COCCNC(=O)C[C@H]1C[C@H]2c3cc(NC(=O)Cc4ccncc4)ccc3O[C@H]2[C@H](CO)O1
  BioA inh = -1.5

O=C(C[C@@H]1CC[C@@H]2[C@H](COC[C@@H](O)CN2S(=O)(=O)c2cccc(F)c2)O1)Nc1ccccc1
  BioA inh = 0.8

C[C@@H]1CN([C@H](C)CO)C(=O)c2cc(NS(=O)(=O)c3ccc(F)cc3)ccc2O[C@@H]1CN(C)S(=O)(=O)c1ccc(Cl)cc1
  BioA inh = -1.5

CN1C(=O)c2cc(NS(C)(=O)=O)ccc2OC[C@H]2O[C@H](CC(=O)NCc3ccc(-c4ccccc4)cc3)CC[C@@H]21
  BioA inh = 3.1

CCCC(=O)Nc1ccc2c(c1)C(=O)N(C)C[C@H](OC)[C@H](C)CN(Cc1cccc(F)c1)[C@H](C)CO2
  BioA inh = -1.2

O=C(C[C@H]1CC[C@H]2[C@@H](COC[C@@H](O)CN2S(=O)(=O)c2ccccc2)O1)NCc1ccc2c(c1)OCO2
  BioA inh = 2.2
